All columns: NCI-60 one-dose screen, growth in % after 48 h at 10 µM unless noted; 100 = growth as untreated, 0 = no growth, -100 = all killed.
HL-60(TB) = HL-60(TB) leukemia cells; 78,000 compounds, 9% hits; active means growth percent below 10
Numbers without * were called inactive; & = joins results of further samples.

SMILES	HL-60(TB)
CN1CCN(CC#CCNC(=O)[C@]2(C)CC[C@]3(C)CC[C@@H]4C(=CC[C@H]5[C@@]4(C)CC[C@H]4C(C)(C)C(=O)CC[C@]54C)[C@@H]3C2)CC1	86.0
Clc1cccc(Cc2cnc(Nc3ccccn3)s2)c1Cl	100.3
CCC(C)C1OC1(C)C1(O)C(C)=CC2CC(C(=O)OC)=CCC2C1/C=C/C=C/C=C/C(=O)O (stereo unspecified)	58.4
CCCCC(CC)C(=O)NCC(C)O (stereo unspecified)	109.2
O=C(CN1CCOCC1)Nc1ccc(-c2nc3ccccc3s2)cc1	100.6
COc1cc2oc(-c3cccc(NC(=O)c4cc(NC(=O)[C@H](C)NC(=O)OC(C)(C)C)ccc4Cl)c3)cc(=O)c2c(OC)c1OC	59.4
COc1ccc(/C=c2\sc3n(c2=O)NC2C(N=3)N(C)C(=O)N2C)cc1 (stereo unspecified)	98.4
CCCCCCCCOc1ccc(/C=C/C(=O)c2ccc(B(O)O)cc2)cc1	79.8
COc1cccc(/C=C/c2nc3ccccc3c(=O)n2CC(=O)Nc2ccc(Cl)cc2)c1	114.6
CC(=O)N1N=C(c2cccc(Nc3ccncc3)c2)CC1c1ccc(Cl)cc1 (stereo unspecified)	91.8
CC(C)(O)c1ccccc1CC[C@@H](SC1(CC(=O)O)CC1)c1cccc(/C=C/c2ccc3ccc(Cl)cc3n2)c1	108.0
O=C(O)C(=O)C(O)C(O)C(O)CO (stereo unspecified)	105.5
Cc1ccc(N=Nc2cc(S(=O)(=O)O)c3ccccc3c2O)c(C)c1	100.4
N/N=C1/C(=O)c2cccc3cccc1c23	88.5
Cc1nn(-c2ccc(F)cc2)c2ncnc(N3CCN(c4ccc(Cl)cc4)CC3)c12	74.5

The list goes on; it opens with the 2 that closed the last part.
SMILES	HL-60(TB)
N/N=C1/C(=O)c2cccc3cccc1c23	88.5
Cc1nn(-c2ccc(F)cc2)c2ncnc(N3CCN(c4ccc(Cl)cc4)CC3)c12	74.5
Clc1ccc(N/N=C/c2ccc(-n3cccn3)cc2)c(Cl)c1	111.5
COc1ccc(CCNC(C)=O)cc1OC	99.3&89.8
COc1cccc(/C=N/NC(=O)c2ccccc2Nc2ccnc(C(F)(F)F)c2)c1O	34.8
O=C1C2(Cl)C(Cl)=C(Cl)C1(Cl)C1(Cl)C(Cl)=C(Cl)C(=O)C21Cl (stereo unspecified)	93.8
O=C(N/N=C/c1ccc[nH]1)c1[nH]c2ccc(Br)cc2c1-c1ccccc1	-39.1*
CC(C)(C)C1CC=CCC1 (stereo unspecified)	96.1
CCN(CC)CCc1nc(-c2ccccc2)no1	103.8
COC(=O)[C@]12CC[C@@H](C)[C@H](C)[C@@H]1C1=CC[C@@H]3[C@@]4(C)CC(=O)[C@H](OC(=O)c5ccco5)[C@@]5(C)COC(=C45)C[C@@]3(C)[C@]1(C)CC2	24.6
CCc1ccc(OC(=O)CCl)cc1	102.0
O=C(CCC(=O)c1nc2ncccc2[nH]1)NN1C(=O)CSC1c1ccc(Cl)cc1 (stereo unspecified)	99.6
C[C@]1(CO)O[C@@H](n2cc(F)c(N)nc2=O)C[C@@H]1O	45.9
CCCCCCCCCCCCCCCCCCNC(=S)NCCCCCCCCCCCCCCCCCC	71.1
COc1ccc(C2C3=C(COC3=O)N(CCO)c3cc(OC)c(OC)cc32)cc1OC (stereo unspecified)	98.2
CC(C)=C1CCC(C)C/C1=N\NC(N)=S (stereo unspecified)	79.3&90.3
Cc1ccc(S(=O)(=O)Oc2ccc3c4c(c(=O)oc3c2)CCCCC4)cc1	20.4
O=C(CSc1nnc(-c2cc(-c3ccccc3)nc3ccccc23)n1-c1ccccc1)Nc1ccc(C(=O)/C=C/c2ccc(Cl)cc2)cc1	89.0
O=c1[nH]c(=S)[nH]cc1Cc1ccccc1	73.8
COc1ccc(Cn2nc(-c3cc(OC)c(OC)c(OC)c3)c3c2CCc2cnoc2-3)cc1OC	16.3
CCCCCN1C(=O)CCC1=O	88.1
CC(C)=CC(=O)OCC(=O)O[C@@H]1C[C@]2(C(C)C)O[C@@]1(C)[C@@H]1CC[C@@H](C)[C@H]1[C@@H]2OC(=O)/C=C/c1ccccc1	85.0
O=[N+]([O-])c1ccc(CBr)cc1	102.3
C=C[C@@]1(C)C=C2CC[C@H]3[C@@](C)(CCC[C@]3(C)C=O)[C@@H]2CC1	106.4
Nc1ccc(C2=NNC(=O)Cc3cc4c(cc32)OCCO4)cc1Cl	7.3*
CC(C)=CCC/C(C)=C/CC/C(C)=C/CC/C(C)=C/CC1CC(=O)C=C(C)[C@H]1O (stereo partly specified)	36.5
CC(C)NC(=O)c1cc(-c2ccc(NC(=O)Nc3ccc(F)cc3)cc2)nc2cccnc12	105.1
O=c1c2ccccc2n(C[C@H]2CO2)c2ccccc12	-44.5*
CC1(C)OC2C(COC(=O)c3ccc([N+](=O)[O-])cc3)OC(NC(=O)N(CCCl)N=O)C2O1 (stereo unspecified)	113.4
CCc1ccccc1N/N=C/c1cn(-c2ccc(C(=O)O)cc2)nc1-c1cc2ccccc2oc1=O	103.4
COc1ccc(C(=O)n2nc(CC(=O)NCCc3ccccc3)nc2N)cc1	91.9
COc1cc(/C=N/NC(=O)c2ccc(Br)o2)cc(OC)c1OC	96.7
COc1ccccc1C(=O)Cc1ccccc1	115.8&107.2
COC(=O)c1c(C)nc(Nc2nc3ccccc3s2)nc1-c1ccc(Cl)cc1Cl	96.3
O=c1[nH]c2ccccc2n1CCCN1CCN(C(c2ccccc2)c2ccccc2)CC1	75.3
COc1ccccc1/C=C/C=N/N1C(=S)NC2C1N(C)C(=O)N2c1ccccc1 (stereo unspecified)	98.1
c1cn2cc(-c3ccc4c(c3)ncn4C3CCCCC3)nc(-c3ccc4ncn(C5CCCCC5)c4c3)c2n1	70.0
CN(CCC#N)c1ccc(/C=C(\C#N)c2ccc(Br)cc2)cc1	43.3
NC(=O)c1c(NC(=O)c2cccc(OC(F)(F)F)c2)sc2c1CCC(=O)C2	60.0
COc1ccc(-c2cc(-c3nnc(SC/C(=N\O)c4ccccc4)n3-c3ccccc3)c3ccccc3n2)cc1	94.3
COc1ccc(C2Nc3ccccc3C(=O)N2/N=C(\C)c2c(O)cc(C)oc2=O)cc1 (stereo unspecified)	87.7
C[C@]12C[C@H](O)[C@H]3[C@@H](CCC4=CC(=O)CC[C@@]43C)[C@@H]1CC[C@@H]2O	104.6
O=c1oc2cc(OS(=O)(=O)c3ccccc3)c(Cl)cc2c2c1CCCCCC2	87.6
C=C1CCc2nc(SCC(=O)O)ccc2N1	96.0
CCC(C)n1c(NCCc2ccc(O)c(O)c2)nc2c1c(=O)n(C)c(=O)n2C (stereo unspecified)	94.9
COc1ccc(C2=NN3C(C2)c2ccccc2OC3c2ccc(/C=C3\SC(=O)NC3=O)cc2)cc1 (stereo unspecified)	99.6
CC(=O)c1c(/C=C/c2ccccc2)c2ccccc2[nH]c1=O	98.3
Cc1cc(C)n(C(N)=O)n1	90.6
COc1ccc(C(=O)/C=C/c2ccc(OCc3ccc(Cl)cc3)c(OC)c2)cc1OC	4.6*
O=C(C[n+]1cccc2ccccc21)c1ccc(Br)cc1	89.6&101.3
O=C(Nc1nc2ccc(O)cc2s1)c1cccc(C(F)(F)F)c1	18.3
S=c1sc2ccccc2n1CCNc1ccccc1	112.9
N#Cc1ccc(Oc2ccc3ccc(=O)oc3c2)cc1	82.7
CC(=O)OC[C@@H]1C2CCC(C2)[C@@H]1COC(C)=O	65.2
COc1ccc(-n2nnc3c4nc(-c5cc(OC)c(OC)c(OC)c5)oc(=O)c4c(C)nc32)cc1	102.2
CC(=O)O[C@H]1C/C=C\C[C@@H](O)[C@@]2(C)O[C@@H]2CC[C@H](C)C1	119.7
C#CCC(C(=O)OCC)C(=O)OCC	100.6
COc1cc(Nc2cc(C)nc(N3CCN(c4ccnc5cc(Cl)ccc45)CC3)n2)cc(OC)c1	-6.4*
COc1ccc(C(=S)N2CCN(c3cccc(Cl)c3)CC2)cc1OC	68.4
CC1(C)CC(=O)C(c2ccccc2)=C(O)c2ccccc21	177.7
Nc1ncc(-c2ccccc2)c2ccncc12	87.1
Cc1cc(C)c2c(Nc3ncnc4c3sc3ncccc34)n[nH]c2n1	99.3
The list continues.
SMILES	HL-60(TB)
COc1cc(-c2nn(-c3cccc(F)c3)cc2C(=O)O)ccc1O	79.8
O=[N+]([O-])c1cc(Cl)ccc1S(=O)(=O)c1ccccc1	100.6
CC1(C)Cc2cc(Br)ccc2O1	101.6
O=C(c1c(F)ccc(NS(=O)(=O)N2CC[C@@H](F)C2)c1F)c1c[nH]c2ncc(-c3cnc(C4CC4)nc3)cc12	35.6
O=C1NC(=S)NC(=O)C1=C/C=C/c1ccccc1	103.6
c1ccc(-n2ncc3c(-n4cncn4)ncnc32)cc1	96.2
COc1ccc(Nc2nnc3n(Cc4ccccc4)c(=O)c4c5c(sc4n23)CCCC5)cc1	97.6
OCC1CCCO1 (stereo unspecified)	96.3
CNc1ccc(Br)cc1-c1n[nH]c(=O)[nH]c1=O	104.5
Cc1nc2sc(-c3nc4ccccc4[nH]3)c(N)c2c(C)c1Br	98.4
Cc1nc(SCC(=O)O)n[nH]1	94.0
C=C(C)[C@@H]1CC[C@]2(CO)CC[C@]3(C)[C@H](CC[C@@H]4[C@@](C)(CCCN)[C@H](C(=C)C)CC[C@]43C)[C@@H]12	-54.7*
Clc1ccc(-c2nnc(CCc3nc(-c4ccc(Br)cc4)no3)o2)cc1Cl	100.0
O=C(Cn1cc(CN2CCN(c3ccnc4cc(Cl)ccc34)CC2)nn1)Nc1cccc(Cl)c1	62.7
O=C(c1nn(-c2ccccc2)c2c1CC(NCCc1ccc(C(F)(F)F)cc1)CC2)N1CCCCC1 (stereo unspecified)	88.3
Cc1cccc(-c2nc(Nc3ccc4ncsc4c3)c3ccccc3n2)n1	62.5
CC(=O)N1N=C(c2ccc(Nc3nc(Nc4ccc(F)cc4)nc(Nc4ccc(Cl)cc4)n3)cc2)CC1c1ccc(Oc2ccccc2)cc1 (stereo unspecified)	112.4
COP(=O)(OC)c1nnn(-c2cccc([N+](=O)[O-])c2)c1C	99.8
CNP1(NC)=NP(NC)(NC)=NP(NC)(NC)=N1	63.3
CNC1=C([N+](=O)[O-])C(c2ccc(OC)cc2)C(C#N)=C(c2ccc[nH]2)O1 (stereo unspecified)	93.9
Cc1cn(-c2cc(C(=O)Nc3cccc(C#Cc4cccc5[nH]nc(N)c45)c3)cc(C(F)(F)F)c2)cn1	25.1
O=C(/C=C/c1ccccc1)n1c(-c2ccc(Cl)cc2)nc2ccccc21	-4.0*
Cc1cccc(C)c1N1C(c2ccccc2)=NNC12C=CC(=O)c1c(O)cccc12 (stereo unspecified)	61.2
Fc1ccc(C2=NN(c3cc(Cl)cc(Cl)c3)C(c3sc(N(CCCl)CCCl)nc3Cl)C2)cc1 (stereo unspecified)	114.9
Clc1ccc(Nc2nc3ccccc3s2)cc1	60.4
C=C(C)[C@@H]1CC[C@]2(C(N)=O)CC[C@]3(C)[C@H](CC[C@@H]4[C@@]5(C)Cc6c([nH]c7ccccc67)C(C)(C)[C@@H]5CC[C@]43C)[C@@H]12	59.9
COc1ccc(-c2nc3c(nc(C)c4ccc(-c5ccccc5)nc43)o2)cc1	101.8
O=C(c1ccc(Cl)cc1)c1cc2ccccc2o1	97.1
COc1ccc(/C=N/Nc2ccc([N+](=O)[O-])cn2)cc1	56.1
CSc1n[nH]c2nc(-c3ccc(F)cc3)[nH]c(=O)c12	112.7

An excerpt from above in order of heavy-atom count, descending.
SMILES	HL-60(TB)
C=C(C)[C@@H]1CC[C@]2(C(N)=O)CC[C@]3(C)[C@H](CC[C@@H]4[C@@]5(C)Cc6c([nH]c7ccccc67)C(C)(C)[C@@H]5CC[C@]43C)[C@@H]12	59.9
CNP1(NC)=NP(NC)(NC)=NP(NC)(NC)=N1	63.3
Clc1ccc(Nc2nc3ccccc3s2)cc1	60.4

Three compounds picked at random from the list so far, as already listed:
SMILES	HL-60(TB)
CC(=O)N1N=C(c2ccc(Nc3nc(Nc4ccc(F)cc4)nc(Nc4ccc(Cl)cc4)n3)cc2)CC1c1ccc(Oc2ccccc2)cc1 (stereo unspecified)	112.4
Cc1cn(-c2cc(C(=O)Nc3cccc(C#Cc4cccc5[nH]nc(N)c45)c3)cc(C(F)(F)F)c2)cn1	25.1
Cc1cccc(-c2nc(Nc3ccc4ncsc4c3)c3ccccc3n2)n1	62.5

Entries from the list above that have a furan ring, fused or not (3):
SMILES	HL-60(TB)
COC(=O)[C@]12CC[C@@H](C)[C@H](C)[C@@H]1C1=CC[C@@H]3[C@@]4(C)CC(=O)[C@H](OC(=O)c5ccco5)[C@@]5(C)COC(=C45)C[C@@]3(C)[C@]1(C)CC2	24.6
COc1cc(/C=N/NC(=O)c2ccc(Br)o2)cc(OC)c1OC	96.7
O=C(c1ccc(Cl)cc1)c1cc2ccccc2o1	97.1

(continued)
SMILES	HL-60(TB)
COc1ccc(C(=O)N2NC(=O)/C(=C/c3ccc(F)cc3)N=C2c2ccccc2)cc1	3.8*
O=C1/C(=C/c2ccc([N+](=O)[O-])s2)Oc2ccc(Br)cc21	-22.3*
O=C1CCC(NNC(=O)c2ccc(Cl)cc2Cl)N1 (stereo unspecified)	98.6
O=C(NC(Cc1ccccc1)C(=O)O)c1ccccc1 (stereo unspecified)	83.6
CC(=O)Nc1ccc(I)cc1C(=O)O	89.4
COc1ccc(Oc2ccc(/C=C/C(=O)c3cc4ccccc4oc3=O)cc2)cc1	31.1
CN(C)C(Cc1ccccc1)c1ccccc1 (stereo unspecified)	103.5
CCOC(=O)/C(=C\c1ccc(Cl)cc1)P(=O)(OCC)OCC	47.6
CN(C)c1ccc(CSc2ccccc2)cc1	91.0
[O-]/[N+](=N/O)c1cccc2ccccc12	80.9
CNc1ccc([N+](=O)[O-])cc1	50.7
COc1cc(C2=NN(C(C)=O)C(c3sc(N(CCCl)CCCl)nc3Cl)C2)cc(OC)c1OC (stereo unspecified)	101.9
CCOC(=O)CCCCCCCCCCBr	94.3
O=C(O)c1ccc(F)c(C(=O)O)c1	93.0
COC(=O)C(Cl)(Cl)Cl	106.0
C=CCn1c(C)nc2cc(Nc3nc(N4CCN(C)CC4)nc4ccccc34)ccc21	97.5

Bioassay records from PubChem.

An excerpt; count on the stated rates, not on these rows.
